PGC1a acetyl inh: PGC1a acetylation modulation, inhibitor mode; U2OS PGC1a acetylation, AlphaScreen anti-acetyl-lysine; with virally co-expressed GCN5 acetyltransferase; inhibition, % at 15.6 µM; actives 0.17% (n = 350,000); AID 651687;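 active = every replicate shows inhibition of at least 40%; inconclusive = mean inhibition at least 40% but some replicate below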;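 also: 0% = neutral control wells and 100% = positive control wells; some results beyond the cut were filed as inactive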
Statin myotox sup: protects C2C12 myotubes from simvastatin toxicity; ATP luminescence, 48 h; scaled: DMSO 0, geranylgeraniol control 100; rescue of ATP level, % at 7.49 µM; actives 0.78% (n = 330,000); AID 602340;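 active = mean ATP rescue above about 67%, or every replicate alone reaching that limit, limit read from the data, passing the limit was not always enough; inconclusive = no clear call, values can overlap the other calls; inactive = mean under the limit and some replicate under it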;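 also: myotubes were challenged with 10 µM simvastatin during compound exposure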
Cneo AK release: causes C. neoformans cell lysis; AID 651654; adenylate kinase release luminescence, 4 h; normalised: neutral wells 0, clomiphene wells 100; lysis activity, % at 15 µM; actives 0.2% (n = 360,000);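 active = mean lysis activity across replicates of at least 80%, whatever share of replicates individually reach that level; inactive = mean lysis activity below 80%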
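Assay system: log-phase C. neoformans yeast / Quantity: yeast cell density of 5 × 10^6 cells/mL / Medium: fresh YPD growth medium / Compound: single dose / Timing: static 4 h at 37 °C with compound, 1 h detection / Measured by: adenylate kinase release luminescence / Read-out: lysis from increased AK signal / Benchmarks: Clomiphene as positive lysis control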
Starred values were filed as active, the others as inactive; ? = inconclusive.

Fields: PGC1a acetyl inh	Statin myotox sup	Cneo AK release
COc1ccc(OCCSc2nc(N)cc(N)n2)cc1
→ 5	38	-1
Cn1c(=O)c2c(nc(N3CCc4ccccc4C3)n2Cc2ccc(Br)cc2)n(C)c1=O
→ 9	2	-4
O=C(OCn1nnc2ccccc2c1=O)c1ccc(Br)o1
→ 1	-82	0
C=CCn1c(=S)[nH]c2ccc(Br)cc2c1=O
→ 50	-14	5
CCN1CCN(S(=O)(=O)c2cc(OCC(=O)NC3CCCCC3)c(C)cc2Cl)CC1
→ -5	4	1
CC(C)(C)NC(=O)CSC(=Nc1ccccc1F)NC#N
→ 8	-4	0
Cc1nn(CC(=O)Nc2ccc3c(c2)oc2ccccc23)c(=O)c2ccccc12
→ 2	-5	1
CCOc1cccc(NC(=O)CSc2nc(C)c3c(c2C#N)CCCC3)c1
→ 7	4	1
CCOc1cc(C(=O)NCCOC)ccc1OC
→ 1	120*	-2
COc1ccc(NC(=O)/C(=C\c2cc(OC)c(OC)cc2[N+](=O)[O-])NC(=O)c2ccccc2)cc1
→ -10	-17	0
[O-]/[N+](=C/c1ccc(F)cc1)c1ccccc1
→ 0	-2	4
Cn1nnnc1SCCNC/C=C/c1ccccc1
→ 0	-7	-3
C=CCn1c(COc2ccc(CC)cc2)nnc1SC/C(O)=C(\C#N)c1nc2ccccc2[nH]1
→ -5	-6	1
CCOC(=O)CNC(=O)Cn1c(C)cc2ccccc2c1=O
→ 2	3	0
O=C(Nc1ccc(O)cc1)C1CCCO1 (centres undefined)
→ -6	-17	0

Some of these compounds in order of SMILES length, falling:
Fields: PGC1a acetyl inh	Statin myotox sup	Cneo AK release
C=CCn1c(COc2ccc(CC)cc2)nnc1SC/C(O)=C(\C#N)c1nc2ccccc2[nH]1
→ -5	-6	1
CCOc1cccc(NC(=O)CSc2nc(C)c3c(c2C#N)CCCC3)c1
→ 7	4	1
CCOC(=O)CNC(=O)Cn1c(C)cc2ccccc2c1=O
→ 2	3	0
O=C(OCn1nnc2ccccc2c1=O)c1ccc(Br)o1
→ 1	-82	0
Cn1nnnc1SCCNC/C=C/c1ccccc1
→ 0	-7	-3

(list continues)
Fields: PGC1a acetyl inh	Statin myotox sup	Cneo AK release
CS(=O)(=O)N1CCc2cc(C(=O)N3CCOCC3)ccc21
→ -13	98*	1
COc1cccc(C(=O)Nc2nc(-c3ccc(S(=O)(=O)N4CCOCC4)cc3)cs2)c1
→ 2	-19	-2
COc1cc(NC(=O)Nc2cccc(Cl)c2)c(OC)cc1NC(=O)CN1CCCCC1
→ 1	-21	2
COc1ccc(CN2CCN(S(=O)(=O)c3ccc(F)cc3)CC2)c(OC)c1OC
→ -3	17	7
N#C/C(=C(/O)CN1CCOCC1)c1nc2ccccc2s1
→ -4	4	1
O=S(=O)(c1ccc(F)cc1)N1CC2CCCN2c2ccc(C(F)(F)F)cc21 (centres undefined)
→ -6	-14	-2
CCOc1ccc(N2CC(C(=O)NCCc3ccc(OC)c(OC)c3)CC2=O)cc1 (centres undefined)
→ -8	1	0
O=C(NCc1ccccc1F)C1CCCN1C(=O)NCc1ccccc1 (centres undefined)
→ -13	9	1
CCOc1cc(-c2c(C#N)c(N)nc3c2CCCC3)ccc1O
→ 2	-23	7
CC(=O)NS(=O)(=O)c1ccc(NC(=O)c2cc(-c3ccc(C)c(C)c3)nc3ccccc23)cc1
→ -2	-5	-2
COCCCNC(=O)CCc1nc(-c2ccccc2Cl)no1
→ 8	-1	3
CC1CN(S(=O)(=O)c2ccc(NC(=O)c3cc(-c4ccccc4O)n[nH]3)cc2)CC(C)O1 (centres undefined)
→ 9	13	-1
COCCOC(=O)c1c(C)oc2ccc(OCC=C(C)C)cc12
→ -1	7	-2
COc1ccc(-c2nn3cnnc3s2)cc1OC
→ 12	-7	-1
O=C(CSc1nnc(Cc2cc(=O)[nH]c(=O)[nH]2)n1-c1ccccc1)N1CCCc2ccccc21
→ -1	-2	-1

(list continues)
Fields: PGC1a acetyl inh	Statin myotox sup	Cneo AK release
CC1=NC(C(F)(F)F)(C(F)(F)F)C2=C(CC(C)(C)CC2=O)N1Cc1ccco1
→ -28	4	3
O=C(NCCO)C1(c2ccccc2)CCCC1
→ -7	-3	5
N#Cc1c(N)oc(-c2ccccc2)c1-c1ccccc1
→ -16	-2	-1
COc1ccc(S(=O)(=O)N(CCCN2CCCC2=O)Cc2cc3c(C)cc(C)cc3[nH]c2=O)cc1
→ -11	-8	-3
CCOc1ccccc1C(=O)Nc1nnc(COC)s1
→ -7	19	0
CCCC(=O)Nc1ccccc1NC(=O)C1CCCCC1
→ 9	0	0
COc1ccc(S(=O)(=O)N2c3ccccc3OCC2c2ccccc2)cc1 (centres undefined)
→ -26	-3	0
Cc1cc(C)cc(-n2c(SCC(=O)NCc3ccco3)nc3ccccc3c2=O)c1
→ 8	-15	0
O=C(COc1ccc2c(C(F)(F)F)cc(=O)oc2c1)Nc1ccc2c(c1)OCCO2
→ 4	3	7
CC(=O)NCC(=O)OCC(=O)c1ccc2ccccc2c1
→ 3	2	-4
CCN1C(=O)/C(=C/c2cn(C)nc2C)SC1=S
→ 1	-1	3
COc1ccc(C(=O)OCC2CC(c3ccccc3)N(C)O2)cc1 (centres undefined)
→ 7	-4	4
CC(C)(C)c1ccc(S(=O)(=O)NCC(=O)N2CCN(C(=O)c3ccco3)CC2)cc1
→ -9	20	0
COc1ccc(C(=O)CSc2nnc(-c3ccco3)n2CC2CCCO2)cc1 (centres undefined)
→ 3	14	-6
CCOCCc1c(O)nc(SCC(=O)NCc2ccco2)[nH]c1=O
→ -3	-10	-1

Next section:
Fields: PGC1a acetyl inh	Statin myotox sup	Cneo AK release
CC(=O)NC(Cc1ccc(C(C)C)cc1)C(=O)NC1CCN(c2nc(C)cc(C)n2)CC1 (centres undefined)
→ -9	-11	-1
CCOC(=O)Cn1nnnc1C(CC)N(Cc1cc2ccc(C)cc2[nH]c1=O)C1CCCC1 (centres undefined)
→ -4	-7	-15
O=C(C1CCCCN1S(=O)(=O)c1ccccc1)N1CCN(C(c2ccccc2)c2ccccc2)CC1 (centres undefined)
→ -19	23	3
CC1CCCC(NC(=O)CCn2c(=O)oc3ccccc32)C1C (centres undefined)
→ -4	-3	-4
COc1ccc2c(Cl)c(-c3nnco3)sc2c1
→ 5	13	-1
CCNC(=O)CCC(=O)Nc1cc(Cl)ccc1C
→ 3	-5	-10
O=C1NCCN1C(=O)c1ccco1
→ 11	?	1
COCCNC(=O)CN(CC1CCCO1)C(=O)CCC(=O)Nc1ccccn1 (centres undefined)
→ 14	-14	1
O=C(O)CCc1nn2cc(-c3ccccc3)nc2[nH]c1=O
→ -14	-4	-2
OCCNc1nc(Nc2ccccc2)nc2ccccc12
→ 1	-28	-3
CCc1c(O)nc(SCC(=O)Nc2ccccc2C)[nH]c1=O
→ 0	3	1
CCN(CC)C(=O)c1sc(NC(=O)c2ccc3c(c2)OCO3)c(C#N)c1C
→ 15	-5	-1
CC(C)N(C(=O)CSc1nc2ccccc2n1-c1ccccc1)C(C)C
→ -1	-23	1
O=C1NC2NC(=O)N(C(Cc3ccccc3)C(=O)O)C2N1 (centres undefined)
→ -5	3	1
CCc1ccc(OCCNC(=O)c2cccs2)cc1
→ 25	6	2

Additional compounds follow:
Fields: PGC1a acetyl inh	Statin myotox sup	Cneo AK release
CCOc1cc(S(=O)(=O)N2CCCCCC2)ccc1F
→ -1	-13	-3
COc1ccccc1OCC(O)Cn1c(=N)n(Cc2ccccc2)c2ccccc21 (centres undefined)
→ -6	-79	3
CCN(CC)c1ccc(/C=N/NC(=O)c2ccc3nc[nH]c3c2)c(O)c1
→ 12	-8	3
Cc1ccc(C(C(=O)NC2CCCC2)N(C(=O)CNC(=O)c2cccs2)c2cccnc2)o1 (centres undefined)
→ 6	-2	-4
CC(C)OC(=O)c1c(NC(=O)CCn2nnc3ccccc32)sc2c1CCCC2
→ -10	19	-1
COc1ccc(C(=O)Nc2ccc(-c3ccc(C)o3)cc2)cc1S(=O)(=O)N1CCOCC1
→ -2	-20	3
Cc1ccc(OCC(=O)Nc2nnn(C)n2)c(C)c1
→ 6	7	-2
O=S(=O)(c1ccccc1)N(Cc1ccccc1)c1ccccn1
→ -1	-2	-1
O=C(Nc1nnc(S(=O)(=O)N2CCCC2)s1)c1cccc([N+](=O)[O-])c1
→ 12	7	-1
O=C(COC(=O)c1cccnc1Nc1cccc(C(F)(F)F)c1)NCc1ccc2c(c1)OCO2
→ 20	-12	4
COc1ccc(CCNc2oc(COc3ccccc3F)nc2C#N)cc1OC
→ -6	13	0
O=C(NN1C(=O)c2ccc3c4c(ccc(c24)C1=O)CC3)c1ccc(Br)cc1
→ 1	-7	-8
O=C(O)Cn1c(-c2cscn2)nc2ccccc21
→ -41	-3	-1
COc1ccc2c(Cl)c(-c3nnc(SCC(=O)c4ccccc4)n3C)sc2c1
→ -6	116*	-3
O=C(Oc1cccc(-n2cnnn2)c1)c1sc2ccccc2c1Cl
→ 5	7	3

Next compounds
Fields: PGC1a acetyl inh	Statin myotox sup	Cneo AK release
O=C(COC(=O)CNC(=O)C1CCCCC1)Nc1ccc2ccccc2c1
→ -4	2	-1
CCCc1nnc(SCC(=O)N2CCCC(C)C2)n1CC1CCCO1 (centres undefined)
→ 5	2	1
CCN(Cc1ccccc1)C(=O)CSc1nc(C)cc2c1C(=O)OC2
→ -14	-3	0
CCCCOc1ccc(C2CC(=O)NC2=O)cc1 (centres undefined)
→ 5	0	1
COc1ccc(C(=O)NCc2ccc(C)cc2)cc1S(=O)(=O)N1CCCc2ccccc21
→ -15	1	-2
CCc1ccc2c(c1)cc(CN(C(=S)Nc1ccccc1)C1CC1)c1nnnn12
→ -13	12	-1
COc1ccc(NC(=O)c2ccc(CN3CCN(c4ccccc4)CC3)cc2)cc1
→ -8	14	3
CCn1c(CNc2ccccc2Cl)nnc1SCCN1CCCCC1
→ 14	-4	2
CCn1c(SCC#N)nc2c(c1=O)C1(CCCC1)Cc1ccccc1-2
→ -5	-16	2
CCOC(=O)/C(C#N)=C\C=C1C=CN(C)C=C1
→ 3	-2	3
COc1ccc(NC(=O)Cn2c(-c3ccccc3)cn(-c3ccc(C)cc3)c2=O)cc1
→ -6	-2	-3
CC(C)(C)OC(=O)N1CCC[C@@H]1C(=O)N1CCC(C(=O)O)CC1
→ -13	5	2
O=C(CN1C(=O)C2CC=CCC2C1=O)Nc1nc2ccccc2[nH]1 (centres undefined)
→ -1	9	1
CCN(CCO)C(=O)C12CCC(C)(C(=O)C1)C2(C)C (centres undefined)
→ -5	2	-3
C/C(=N/NC(=O)c1cc(Cl)ccc1O)C12CC3CC(CC(C3)C1)C2
→ -3	173*	4

(continued)
Fields: PGC1a acetyl inh	Statin myotox sup	Cneo AK release
O=C(Nc1cccc(S(=O)(=O)N2CCOCC2)c1)c1cc2c(s1)CCC2
→ -3	-5	-3
O=C(Nc1ccccc1O)c1ccc(Cl)cc1
→ -12	-10	-6
CC(=O)Nc1nc(C)c(C(C)=O)s1
→ 5	5	0
COc1ccc(N2C(=O)CCC(C(=O)N3CCC(C(N)=O)CC3)C2c2ccc(F)cc2)cc1 (centres undefined)
→ 4	-1	1
Nc1nc(SCCOc2ccccc2)n[nH]1
→ 6	6	-2
O=C(/C=C/c1ccco1)NC(=S)Nc1ccccn1
→ -10	7	-2
Cn1c(=O)c2cc(S(=O)(=O)NCCC(=O)NCC3CCCO3)ccc2n(C)c1=O (centres undefined)
→ 16	-14	1
CC(C)(C)NC(=O)C(c1ccc(-c2ccccc2)cc1)N(C[C@H]1CC[C@@H]([C@@H]2CC[C@H](CO)O2)O1)C(=O)c1ccc(-c2ccccc2)cc1 (some centres undefined)
→ -7	1	0
O=C1N/C(=N/Nc2ccccc2)S/C1=C\c1ccccc1
→ 6	3	0
N=c1nc(-c2ccccc2)ccn1O
→ 7	-7	-1
C=CCOc1cccc(C2C(C(=O)c3ccc(C)o3)=C(O)C(=O)N2CCN(C)C)c1 (centres undefined)
→ 2	4	3
COc1ccccc1CC(=O)Nc1ccccc1O
→ -10	2	13
COc1ccc(OCC(=O)OCC(=O)NCc2ccco2)cc1
→ 6	-3	-1
COc1ccc(C(CCc2ccc(C)o2)NC(=O)Nc2ccc(OC)cc2OC)cc1 (centres undefined)
→ -20	26	1
Cc1nc(SCCc2ccccc2)[nH]c(=O)c1C
→ 5	0	-12

Some entries already given, reduced to Cneo AK release and PGC1a acetyl inh.
Structure	Cneo AK release	PGC1a acetyl inh
COc1ccc(OCC(=O)OCC(=O)NCc2ccco2)cc1	-1	6
COc1ccccc1CC(=O)Nc1ccccc1O	13	-10

Assay outcomes from PubChem BioAssay.

Some of the compounds tested; count on the stated rates, not on these rows.
